# CRFR2-BP ag: CRF-BP/CRF-R2 complex agonism. HEK293 CRF-R2/CRF-BP, calcium dye fluorescence (FLIPR); percent of saturating CRF peptide response. activation, % at 13.2 µM. 350,000 tested, 0.46% active;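 active means activation of at least 50%, plus an integration ratio under a set limit after plate pattern correction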;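 further: plate controls were neutral control wells without compound for no effect and CRF at EC100 for full effect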
# M4 PAM: positive allosteric modulators of human muscarinic M4 receptor. 360,000 tested, 0.4% active. AID 624126. activation, % at 3 µM. CHO-K1 hM4/Gqi5, Fluo-8 calcium fluorescence, ACh EC20; 0% = ACh EC20, 100% = maximal ACh. P08173;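 active means activation above its plate's cutoff, the mean activation of sample wells plus 3 SD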; further: some results filed as inactive read as strong as hits
# M5 ag: agonists of human muscarinic M5 receptor (CHRM5); AID 624037; CHO-K1 hM5 cells, Fluo-8 calcium fluorescence; 0% DMSO wells, 100% maximal acetylcholine response; P08912; 360,000 tested, 0.19% active; activation, % at 3 µM;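 active means activation above the run's mean over test compounds plus 3 SD, cut at about 23% in these data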;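 further: signal is peak over basal fluorescence ratio across the kinetic read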
# Target sequence (P08912 whole entry, looked up): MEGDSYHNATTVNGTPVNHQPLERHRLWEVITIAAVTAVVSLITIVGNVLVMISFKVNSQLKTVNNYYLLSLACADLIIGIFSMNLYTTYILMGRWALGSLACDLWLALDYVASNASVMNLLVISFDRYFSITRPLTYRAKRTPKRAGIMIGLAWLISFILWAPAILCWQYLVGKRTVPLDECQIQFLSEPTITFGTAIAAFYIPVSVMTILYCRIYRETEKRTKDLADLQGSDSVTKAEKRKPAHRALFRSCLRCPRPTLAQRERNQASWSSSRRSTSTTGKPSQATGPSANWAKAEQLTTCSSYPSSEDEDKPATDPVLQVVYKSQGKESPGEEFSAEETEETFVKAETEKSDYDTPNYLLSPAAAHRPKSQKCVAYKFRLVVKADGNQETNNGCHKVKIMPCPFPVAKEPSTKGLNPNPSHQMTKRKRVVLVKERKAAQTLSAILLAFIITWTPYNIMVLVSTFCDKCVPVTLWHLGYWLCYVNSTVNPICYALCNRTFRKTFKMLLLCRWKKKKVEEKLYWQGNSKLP
# CHRM5 PAM: positive allosteric modulators of human muscarinic M5 receptor | P08912 | CHO-K1 hM5, Fluo-8 calcium, ACh EC20 PAM; 0% = ACh EC20, 100% = ACh EC100 | activation, % at 3 µM | 360,000 tested, 0.3% active | AID 624038;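 active means activation above the run cutoff, the mean activation of all test compounds plus 3 SD, cut at about 18% in these data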
#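 System: CHO-K1 hM5 cells. Reagent: acetylcholine, EC20 level. Compound dosing: single dose, 3 µM nominal final test concentration. Timing: Post-acetylcholine fluorescence recording 140 s. Detection: Fluo-8 calcium fluorescence. Read-out: % activation, ACh-normalized. Benchmarks: ACh EC20 and EC100 wells. Repeats: singlicate, one well per test compound.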
# TAAR1 ag: human TAAR1 agonism. CHO RD-HGA16 TAAR1, Fluo-8 calcium fluorescence; vehicle wells 0%, saturating PEA agonist 100%. activation, % at 3 µM. 360,000 tested, 0.99% active;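 active means activation above the mean activation of all test compounds in the run plus 3 SD, cut at about 38% in these data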
# Target sequence (Q96RJ0 whole entry, looked up): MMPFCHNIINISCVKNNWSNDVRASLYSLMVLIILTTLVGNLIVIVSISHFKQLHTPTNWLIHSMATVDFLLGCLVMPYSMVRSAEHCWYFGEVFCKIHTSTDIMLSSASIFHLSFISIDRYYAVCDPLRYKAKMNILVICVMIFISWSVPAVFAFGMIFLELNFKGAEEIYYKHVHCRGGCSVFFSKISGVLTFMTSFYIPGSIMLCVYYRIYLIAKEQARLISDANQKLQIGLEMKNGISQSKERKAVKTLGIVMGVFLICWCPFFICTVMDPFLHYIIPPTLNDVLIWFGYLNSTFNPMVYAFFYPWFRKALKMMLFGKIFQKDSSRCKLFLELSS
#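 Benchmarks: low control DMSO, high control PEA (EC100); System: CHO RD-HGA16 cells carrying human TAAR1 plus Gα16; Detection: Fluo-8 fluorescence, 5 s baseline then 140 s kinetic read; Schedule: 17-24 h plating, Fluo-8 75 min 37 °C, 30 min RT; Read-out basis: % activation from peak over basal fluorescence ratio, DMSO-to-PEA scaled.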
# CHRM5 antagonist: CHRM5 antagonism in calcium assay | inhibition, % at 3 µM | 360,000 tested, 0.59% active | CHO-hM5 cells, Fluo-8 calcium fluorescence, ACh EC80 | P08912 | AID 624040;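 active means inhibition above a per-plate cutoff, the mean of that plate's test compounds plus 3 SD, cut at about 27% in these data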;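 further: 0% = acetylcholine EC80 with DMSO and 100% = DMSO without agonist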
# TAAR1 antagonist: human TAAR1 antagonism; Q96RJ0; CHO RD-HGA16 TAAR1, Fluo-8 calcium fluorescence, antagonist; inhibition, % at 3 µM; 360,000 tested, 1.5% active;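 active means inhibition above a per-plate cutoff, the mean inhibition of test compounds on that plate plus 3 SD, cut at about 49% in these data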;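 further: 0% = DMSO plus EC80 beta-PEA response and 100% = DMSO alone without agonist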
#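 Test system: CHO RD-HGA16 cells bearing hTAAR1 | Reagent: β-PEA, EC80 | Compound dosing: 3 µM, single point | Schedule: Dye loading 75 min at 37 °C, then 30 min room temperature | Signal: Calcium fluorescence with Fluo-8 | Evaluation: Percent inhibition of PEA-evoked calcium signal, max/basal emission ratio | Control set: DMSO-only wells and EC80 β-PEA-stimulated wells | Repeats: Singlicate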
# M1 PAM parental: M1 PAM counterscreen hit in parental CHO-K1 cells. activation, % at 3 µM. 360,000 tested, 0.02% active. ATP EC20, Fluo-8 calcium fluorescence; 0% at ATP EC20, 100% at ATP max;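 active means activation above the run cutoff, the mean activation of all test compounds plus 3 SD, cut at about 40% in these data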;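 further: peak over basal fluorescence ratio in a 140 s read after ATP addition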
# CRFBP-R2 block: antagonists of CRF-binding protein/CRF-R2 receptor complex; AID 588475; 350,000 tested, 0.59% active; HEK293 CRF-R2/CRF-BP, CRF-induced calcium fluorescence; inhibition, % at 11.8 µM;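 active means inhibition of the ligand-induced calcium signal above about 50% at the single tested concentration, limit read from the data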
# Active calls of the source: *; . = no result given.
# Results follow in this order: CRFR2-BP ag	M4 PAM	M5 ag	CHRM5 PAM	TAAR1 ag	CHRM5 antagonist	TAAR1 antagonist	M1 PAM parental	CRFBP-R2 block
[1] CC(C)(C)NC(=O)CN(Cc1cccs1)C(=O)CNS(=O)(=O)c1ccc(F)cc1
 : -3.4	8.7	2.8	7.4	0.3	-3.6	-14.8	6.4	-19.6
[2] Cc1nc(SC2CC(=O)N(c3ccc([N+](=O)[O-])cc3)C2=O)nc2c1CCCC2 (centres undefined)
 : -1.9	7.8	-10.4	9.5	-0.5	-1.6	2.0	6.8	13.8
[3] CCCN1CCC(=O)N([C@H](CN=[N+]=[N-])CC(C)C)CC1
 : 1.1	-7.0	-7.2	4.8	9.7	6.9	-8.5	1.9	0.1
[4] O=S(=O)(NCc1cccnc1)c1ccc(Br)s1
 : -0.7	-1.0	-1.4	-1.6	8.7	2.7	7.9	11.2	-6.3
[5] CCc1n[nH]c(=S)n1/N=C/c1ccc(N(C)c2ccccc2)cc1
 : -4.5	18.1	-9.4	12.9	-0.6	5.0	28.6	5.1	6.8
[6] Cc1c(Br)ccc(NC(=O)c2ccccc2[N+](=O)[O-])c1C
 : -0.6	-5.5	-7.4	1.6	13.1	-3.9	7.9	-8.2	4.9
[7] CCCCn1c(N)c(N(CCC(C)C)C(=O)C2=NN(c3cc(C)ccc3C)C(=O)CC2)c(=O)[nH]c1=O
 : -0.4	5.5	-1.9	4.4	1.5	0.2	-6.6	8.2	-1.7
[8] O=C(CCC(C(=O)c1ccccc1)c1ccccc1)c1ccccc1 (centres undefined)
 : 5.0	-5.6	-2.7	-11.2	5.7	2.9	36.4	-3.8	-12.8
[9] COc1ccc(/C=N/NC(=O)/C(=C/c2ccccc2)CCO)cc1
 : -2.2	4.5	-1.4	-3.6	0.0	9.2	-3.8	-4.0	-1.4
[10] O=C(Nc1ccc2c(c1)OCO2)c1ccc(S(=O)(=O)N2CCCC2)cc1
 : -1.9	-1.8	-2.5	-2.1	5.9	-4.3	11.4	14.8	-1.1
[11] CCOC(=O)N1CCN(S(=O)(=O)c2c(C)nn(C)c2C)CC1
 : -0.7	-3.9	-12.0	-1.1	1.9	0.3	14.0	15.2	11.7
[12] O=C(Cc1ccccc1)Nc1nnc(-c2ccco2)s1
 : -0.4	3.8	0.2	1.1	11.2	-7.6	-5.7	16.1	2.2
[13] CC(Oc1ccccc1)C(=O)Nc1cccc(-c2nc3ccccc3[nH]2)c1 (centres undefined)
 : 2.7	-4.3	0.6	-14.7	17.7	4.4	47.2	9.2	-12.3
[14] O=C(O)C/C(=C\c1cc2c(cc1Br)OCO2)c1nc2ccccc2s1
 : 2.3	-10.1	-0.2	5.4	-0.4	1.3	-7.6	0.2	4.4
[15] O=C(NCCSc1ccccc1)c1ccccc1
 : -2.6	6.3	-2.1	5.4	7.6	-6.0	-3.6	20.4	-18.3
[16] O=C(Cc1ccc(F)cc1)N1CCC(CC2CC(c3ccc(Cl)cc3)=NO2)(C(=O)NCC2CCCCC2)CC1 (centres undefined)
 : 0.3	4.3	-1.5	-3.0	9.4	13.2	26.3	4.9	-2.4
[17] C[C@H]1CCC(=O)N([C@H](CC#N)Cc2ccccc2)CC1
 : -1.2	7.8	0.6	-3.1	7.9	17.2	-5.0	4.7	0.6
[18] CC(=O)NC1=NC(=O)C(C)S1 (centres undefined)
 : -1.0	-1.1	-1.3	-2.3	7.1	-2.9	3.4	14.1	3.2
[19] CC(C)CC[n+]1ccn(-c2nc3ccccc3nc2[N-]S(=O)(=O)c2ccc(Cl)cc2)c1
 : 0.8	-0.1	3.1	8.1	0.9	-6.5	-14.3	-21.1	-0.8
[20] O=C(NC1CCCc2c1cnn2-c1ccccc1F)c1ccccn1 (centres undefined)
 : -0.5	-3.2	5.4	0.1	-0.2	-6.5	-5.3	-18.3	-1.0
[21] Cc1ccc(SC(C)C(=O)NCCC2=CCCCC2)cc1 (centres undefined)
 : 0.6	-8.5	-2.8	0.0	-0.3	-4.6	-33.4	27.0	1.3
[22] CCCOc1ccc(C(=O)c2ccccc2C(=O)OC2CCOC2=O)cc1OCCC (centres undefined)
 : -0.8	-2.9	0.3	3.1	-1.5	4.9	-9.1	-5.9	15.7
[23] O=C(O)Cc1ccc(Oc2ncc(C(F)(F)F)cc2Cl)cc1
 : 0.0	3.7	-3.0	-0.6	6.2	3.7	7.1	-1.8	6.4
[24] Fc1ccccc1C(c1nnnn1C1CCCC1)N1CCN(Cc2ccccc2)CC1 (centres undefined)
 : 9.9	1.2	-12.8	7.3	3.3	-0.3	-18.2	15.0	-2.4
[25] CCOc1ccccc1CNC(=O)CCc1cn(CC)c2ccccc12
 : 1.4	-0.7	-3.2	-4.5	3.2	5.9	-4.8	12.9	22.2
[26] Cc1ccc(C)c(OCCC(=O)OCC(=O)N(C)c2c(N)n(Cc3ccccc3)c(=O)[nH]c2=O)c1
 : -1.0	16.9	-1.7	-9.5	0.6	10.3	-13.4	15.3	-6.9
[27] CS(=O)(=O)Nc1ccc(C2=NN(C(=O)c3ccco3)C(c3ccccc3)C2)cc1 (centres undefined)
 : 0.3	13.2	0.8	-1.6	3.1	5.4	-21.0	21.8	-15.2
[28] Cc1noc(NS(=O)(=O)c2ccc(N/C=C\C(=O)c3ccc(F)cc3)cc2)c1C
 : -1.1	2.1	-0.1	1.1	2.1	7.0	3.3	-13.1	-14.3
[29] O=C(COC(=O)c1n[nH]c(=O)c2ccccc12)c1ccc(Cl)cc1
 : -1.1	1.8	-3.3	-2.5	5.3	7.5	7.5	15.3	3.5
[30] Cc1ccc(C)c(C(Nc2ccccc2)c2ccc3ccc(C)nc3c2O)c1 (centres undefined)
 : .	-6.1	-0.3	-12.3	2.1	7.8	10.4	.	.
[31] O=C(COC(=O)CCC(=O)N1CCOCC1)Nc1ccc(Br)cc1Br
 : 1.6	5.2	-3.9	4.4	1.8	-1.0	-17.2	11.8	0.9
[32] CN(CCOc1ccccc1)C(=S)Nc1ccc(OC(F)F)cc1
 : 0.0	-1.7	-2.7	-5.9	8.0	17.2	-3.0	2.1	5.8
[33] Cc1cc(/C=c2/sc3nc4ccccc4n3c2=O)c(C)n1-c1ccccn1
 : 7.8	4.0	0.8	-2.9	4.1	0.8	28.6	9.0	34.6
[34] COc1ccc(NS(=O)(=O)c2ccc(C)c(C(=O)N3CCCCCCC3)c2)cc1
 : -0.7	-5.2	-0.5	-7.3	1.9	4.8	-8.8	-14.9	-1.9
[35] COc1ccc(NC(=O)c2cc(-c3ccccc3)nc3c2cnn3C(C)C)c(OC)c1
 : -1.5	-1.3	4.1	3.0	-0.3	3.3	10.2	13.0	1.6
[36] Cc1ccc(S(=O)(=O)N2CCC(C(=O)NCC(C)(C)N3CCOCC3)CC2)c(C)c1
 : 1.2	-0.2	-0.3	0.8	7.9	0.4	-19.6	4.5	-6.9
[37] COc1cc2c(cc1OC)CN(c1nc(CN3CCCCC3)nc3sc4c(c13)CCCC4)CC2
 : 0.6	-6.6	-3.4	-1.7	-1.5	2.3	5.6	24.6	0.9
[38] O=C1CC(c2ccc(S(=O)(=O)NC3CC3)cc2)CN1 (centres undefined)
 : 0.8	0.1	3.2	0.1	1.6	-2.7	-10.1	-7.6	4.3
[39] CC(=O)c1ccc(-n2nncc2C)cc1
 : -0.1	-1.0	3.3	0.6	-1.6	-3.0	-18.8	19.6	5.6
[40] CCCn1c(=O)c2ccccc2n2c(SCCNCCO)nnc12
 : -0.1	1.5	-2.6	-0.8	-1.5	3.8	6.7	5.7	-4.6
[41] O=C(O)Cn1cc(C(=O)c2cccs2)c2ccccc21
 : -0.1	4.0	3.0	3.0	1.0	-9.6	2.1	17.3	13.9
[42] Cc1noc(C)c1COc1ccccc1C(=O)N(C)CC(=O)Nc1cccc(F)c1
 : -0.7	7.9	0.9	2.1	0.9	3.5	1.6	13.2	7.7
[43] COc1ccc(N=C2SC(CC(=O)Nc3ccccc3)C(=O)N2CCc2ccccn2)cc1 (centres undefined)
 : -0.1	1.3	2.7	-2.8	3.3	2.6	2.8	7.0	-8.9
[44] CCOC(=O)c1cnn(C(=O)c2ccccc2)c1N
 : -2.3	4.1	2.5	11.9	4.8	-6.1	1.6	-12.6	16.8
[45] CCc1cccc(NC(=O)NC2CCCCC2)c1
 : 0.4	13.6	-8.4	-9.9	12.1	-5.3	13.2	13.7	10.3
[46] Cc1cc(OCC(=O)N2CCC(O)(c3ccc(Cl)cc3)CC2)c2c(C)cc(=O)oc2c1
 : 1.9	2.5	-0.8	9.6	3.2	-13.4	-8.0	3.7	-18.6
[47] O=C(NC1CCCC1)C(c1cccs1)N(C(=O)c1csnn1)c1ccccc1F (centres undefined)
 : -0.8	-2.4	1.3	-1.3	4.9	5.0	-15.3	9.4	0.2
[48] CCN1C(=O)CC(Sc2ccccc2C(=O)O)C1=O (centres undefined)
 : 1.1	6.6	2.9	6.9	10.5	-9.9	8.1	17.8	8.3
[49] O=CNc1ccc2c(c1)Cc1cc([N+](=O)[O-])ccc1-2
 : 28.4	-3.4	3.9	-13.4	1.6	17.8	6.9	4.1	-34.8
[50] CC1CCN(C(=O)c2ccc3c(c2)OCCO3)CC1
 : 4.7	1.8	-4.4	-3.5	10.3	2.3	-11.8	19.6	11.5

# Brought forward from above: two entries, followed by the next part.
# Results follow in this order: CRFR2-BP ag	M4 PAM	M5 ag	CHRM5 PAM	TAAR1 ag	CHRM5 antagonist	TAAR1 antagonist	M1 PAM parental	CRFBP-R2 block
[49] O=CNc1ccc2c(c1)Cc1cc([N+](=O)[O-])ccc1-2
 : 28.4	-3.4	3.9	-13.4	1.6	17.8	6.9	4.1	-34.8
[50] CC1CCN(C(=O)c2ccc3c(c2)OCCO3)CC1
 : 4.7	1.8	-4.4	-3.5	10.3	2.3	-11.8	19.6	11.5
[51] CC(=O)c1c(O)c(C)c(-c2ccccc2)n(-c2ccccc2)c1=O
 : 0.7	11.7	-2.9	-4.8	4.1	-4.8	-13.5	6.3	-27.4
[52] CC1(C)Cc2c(ccc3ccccc23)C(c2cc3ccccc3oc2=O)=N1
 : 1.7	6.1	26.7*	13.1	2.7	14.3	-3.3	11.1	12.8
[53] c1ccc(-c2cc3c(nn2)CCc2nonc2-3)cc1
 : 1.5	1.1	-4.0	1.7	12.1	6.6	10.2	12.4	15.2
[54] CCOC(=O)C(Cc1ccc(NC(=O)/C(=C/c2ccccc2)NC(=O)c2ccccc2)cc1)N1C(=O)c2ccccc2C1=O (centres undefined)
 : -0.7	-5.0	-3.1	-25.8	6.7	10.8	13.2	-13.1	1.5
[55] Cc1nn(C(=O)CNC(=O)c2ccccc2)c(C)c1C
 : 0.6	-1.2	-0.7	0.9	2.9	9.1	-5.4	-11.5	0.8
[56] CCCS(=O)(=O)NC(=O)C1(C)CCN1C(=O)Cc1ccc(-c2ccccc2)cc1 (centres undefined)
 : .	-2.7	-1.5	1.3	-0.1	-0.8	0.4	-5.1	.

# Bioassay records deposited in PubChem BioAssay by several laboratories.
